Mito fusion act: blocks mitochondrial division or promotes mitochondrial fusion; S. cerevisiae fusion-defective mutant growth rescue, CellTiterGlo 48 h; 320,000 tested, 0.23% active; Potency, µM (doses to about 46.1 µM), without a hit: at the highest dose growth rescue (activation), usual class: activators;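 also: potency is read from the fitted curve at half-maximal effect; % of control where 0% means no effect; nearly all actives have a fitted effect of over 45% in size; temperature-sensitive fusion mutants such as fzo1-1 at 37 °C on non-fermentable ethanol glycerol medium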
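Growth-rescue viability read-out: after 48 h at the non-permissive 37C in glycerol/ethanol YPEG, yeast mitochondrial fusion mutants are measured by CellTiterGlo luminescence; compounds (23 nl pinned per well) restoring growth score as division inhibitors or fusion activators.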
PTAP TSG101 blk: blocks PTAP/TSG101 interaction to inhibit HIV-1 budding | Fluorescence polarization, FITC-PTAP peptide / Tsg101 binding | Potency, µM (titrated, usually from 115 µM), without a hit: at the top dose activity change, negative = inhibition, hits mostly inhibitors | Q99816 | 340,000 tested, under 10 active | AID 493005; active = well fitted inhibition curve with a large enough effect in the main read-out, with a control signal flat, not every such curve was filed as active; inconclusive = small, poorly fitted or top-dose-only effect, or effect the other way, or a change in a side signal; inactive = no such curve, though single readings can be large or run the other way; also: potency is read from the fitted curve at half-maximal effect; % of control where 0% means no effect
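Compounds were pin-transferred onto Tsg101 binding domain (10 uM final) in HEPES pH 7.5 buffer, then FITC-PTAP peptide was added at 50 nM final. After 20 min at RT, polarization reported peptide displacement across a qHTS concentration series.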
TCR activator: T cell receptor activation; primary human leukocytes, anti-CD3, IL-2 HTRF, 48 h; Potency, µM (top dose mostly 9.22 µM), inactives show top-dose activation of IL-2 secretion, usual class: activators; 330,000 tested, under 10 active; AID 504894; also: % of control where 0% means no effect
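Using a-CD3 beads without co-stimulation, primary human leukocytes were exposed to compounds for 48 hr. An HTRF IL-2 kit measured the cytokine, with europium-to-d2 energy transfer producing emission at 665nm upon 320nm excitation.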
a7 integrin act: activates integrin-mediated alleviation for muscular dystrophy; alpha7betagal myoblasts, beta-gal FDG fluorescence, 48 h; Potency, µM (doses to about 38.3 µM), for the others: top-dose activation, actives largely listed as activators; 350,000 tested, 0.064% active;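 also: potency is read from the fitted curve at half-maximal effect; 100% = response of the positive control SU9516; nearly all actives have a fitted effect of over 60% in size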
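Alpha7betagal+/- myoblasts (passage 13) were plated 16-24 hr, then exposed to compounds (1:260 dilution of DMSO stock) for 48 hours at 37C. After MPER lysis, β-galactosidase reporter activity was read as FDG fluorescence (ex 480/em 540) after 30 minutes.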
AT treatment: potential ataxia-telangiectasia treatment. 320,000 tested, 0.19% active. […] A-T fibroblasts, KAP-1 phosphorylation AlphaLISA; neocarzinostatin DNA damage 30 min before lysis. Potency, µM (series often up to 57.5 µM), for the others: at the top dose activation, most hits filed as activators. AID 485349; also: potency is read from the fitted curve at half-maximal effect; % of control where 0% means no effect; nearly all actives have a fitted effect of over 45% in size
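ATM-like activity read as KAP-1 phosphorylation via AlphaLISA donor/acceptor antibody pairs after lysis and 6 hr at 25C. Cells were ATM-null patient fibroblasts ([…], hTERT), dosed 60 min, then exposed to the DSB inducer NCS for 30 min.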
Eya2 phos inh: Eya2 (human) phosphatase inhibition; Potency, µM (highest dose often 76.9 µM), for the others: top-dose activity, negative = inhibition, usual class: inhibitors; AID 488837; O00167; 330,000 tested, 0.006% active; recombinant Eya2, OMFP fluorescence dephosphorylation (OMFP is methylfluorescein phosphate); also: potency is read from the fitted curve at half-maximal effect; % is scaled to controls: 0 for no effect and ±100 for the full control effect
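Eya2 protein (added as 0.2 uM solution) was preincubated with compound for 10 min at ambient temperature in 50 mM HEPES pH 7.5, 50 mM NaCl, 5 uM MgCl2, 0.05% BSA, 1 mM DTT. OMFP (added at 50 uM) then reacted 10 min; fluorescence read at 485/525 nm.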
ELG1 repair inh: inhibitors of ELG1-dependent DNA repair in HEK293T cells. 330,000 tested, 2.3% active. AID 504467. Potency, µM (top dose mostly 46.1 µM), for inactives: at the top dose activity change, negative = inhibition, actives largely listed as inhibitors. HEK293T ELG1-luciferase reporter, luminescence, 16 h; DNA damage induced by 5-fluorouridine; also: potency is read from the fitted curve at half-maximal effect; % is scaled to controls: 0 for no effect and ±100 for the full control effect; nearly all actives have a fitted effect of over 55% in size
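Quantitative HTS, concentration-response format. 2,000 cells/well co-treated with 5-fluorouridine and compound, 16 hr in 5% CO2 at 37 °C; ONE-Glo luminescence read after 30 min.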
TSHR antag: blocks TSH signaling through the human TSH receptor; P16473; activity change, negative = inhibition, % at 11.5 µM; TSHR-expressing cells, TSH-stimulated cAMP HTRF, 2 h; active compounds read low; 330,000 tested, 0.2% active; AID 504810;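 active = activity change below a set negative limit, meaning inhibition stronger than a set level, cut at about -70% in these data; inconclusive = activity change between two set negative limits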; also: % is scaled to controls: 0 for no effect and ±100 for the full control effect
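Competitive HTRF cAMP read-out (cryptate anti-cAMP antibody, cAMP-d2; 30 min, room temperature) in freshly harvested TSHR cells. Compounds added before TSH at EC80 (4nM final), followed by 2 hours' incubation at 37 deg C.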
Tb PFK inh: blocks T. brucei phosphofructokinase | T. brucei PFK, ADP-Glo luminescence | Potency, µM (highest dose often 57.5 µM), inactives show at the highest dose activity, negative = inhibition, usual class: inhibitors | 330,000 tested, 0.17% active;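 also: potency is read from the fitted curve at half-maximal effect; 0% = uninhibited 1x PFK enzyme wells and -100% = no-enzyme wells; nearly all actives have a fitted effect of over 60% in size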
Target sequence (O15648 whole entry, looked up): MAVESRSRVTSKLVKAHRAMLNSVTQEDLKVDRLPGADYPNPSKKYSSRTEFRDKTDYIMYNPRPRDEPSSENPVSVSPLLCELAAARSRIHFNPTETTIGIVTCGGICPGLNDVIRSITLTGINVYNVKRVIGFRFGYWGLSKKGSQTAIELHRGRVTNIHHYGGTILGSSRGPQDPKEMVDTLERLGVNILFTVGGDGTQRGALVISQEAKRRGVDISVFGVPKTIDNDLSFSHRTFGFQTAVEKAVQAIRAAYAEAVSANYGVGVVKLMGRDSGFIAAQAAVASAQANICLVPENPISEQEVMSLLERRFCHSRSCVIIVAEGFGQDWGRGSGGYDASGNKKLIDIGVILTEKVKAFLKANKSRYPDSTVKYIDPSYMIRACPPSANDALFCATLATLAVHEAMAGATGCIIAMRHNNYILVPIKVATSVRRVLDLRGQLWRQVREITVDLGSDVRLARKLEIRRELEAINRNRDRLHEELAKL
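Compounds were pin-transferred as a titration series up to 57 uM into substrate buffer (0.5 mM F6P, 0.1 mM ATP, pH 8.0), then 1.25 nM PFK was added and reactions ran 45 min before ADP-Glo detection.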
ASM inhibitor: inhibitors of human secretory acid sphingomyelinase; P17405; placental ASM, HMU-PC fluorogenic substrate, 60 min; Potency, µM (titrated, usually from 57.5 µM), for the others: top-dose activity change, negative = inhibition, hits mostly inhibitors; 340,000 tested, 0.006% active; AID 504937; also: potency is read from the fitted curve at half-maximal effect
Target sequence (P17405 47-631 limits assumed): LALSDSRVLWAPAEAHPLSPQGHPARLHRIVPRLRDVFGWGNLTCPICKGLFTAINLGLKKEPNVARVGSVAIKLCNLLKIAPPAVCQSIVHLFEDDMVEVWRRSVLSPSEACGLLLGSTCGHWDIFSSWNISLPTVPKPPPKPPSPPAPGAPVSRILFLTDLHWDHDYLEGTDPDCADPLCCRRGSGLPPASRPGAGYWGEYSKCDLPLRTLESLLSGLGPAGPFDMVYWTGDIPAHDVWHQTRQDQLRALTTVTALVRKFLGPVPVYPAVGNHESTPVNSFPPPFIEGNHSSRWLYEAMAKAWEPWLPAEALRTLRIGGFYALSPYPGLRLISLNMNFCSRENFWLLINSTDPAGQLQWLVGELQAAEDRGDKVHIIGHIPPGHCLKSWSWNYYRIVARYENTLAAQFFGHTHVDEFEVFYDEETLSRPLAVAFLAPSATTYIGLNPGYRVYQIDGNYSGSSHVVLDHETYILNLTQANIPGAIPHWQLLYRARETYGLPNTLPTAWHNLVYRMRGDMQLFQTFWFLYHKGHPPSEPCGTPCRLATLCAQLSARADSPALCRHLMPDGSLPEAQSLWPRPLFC
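Steps: dispense placental human ASM, pin compound, wait 10 min at room temperature, add HMU-PC0 substrate at 9 uM final, incubate 60 min at 37 °C, add stop solution raising pH to 10, read fluorescence.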
BCR signal inh: inhibitors of chronic active B-cell receptor signaling; ABC-DLBCL IkBa-CBG/CBR reporter, luminescence ratio, 4 h; Potency, µM (top dose mostly 46.1 µM), inactives show at the top dose ratio change, negative = lower green/red ratio, most hits filed as inhibitors; 340,000 tested, 0.05% active; AID 493014; active = well fitted inhibition curve with a large enough effect in the signal ratio, with a control signal flat, not every such curve was filed as active; inconclusive = small, poorly fitted or top-dose-only effect, or effect the other way, or a change in a side signal; the % refers to the signal ratio;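 also: potency is read from the fitted curve at half-maximal effect; plate controls were basal doxycycline-induced cells for no effect and cells given 10 µM MG132 for full effect; MG132 reads +100%, hits lower the ratio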
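Cell line TMD8 (human ABC DLBCL), stably expressing tet-inducible CBG68-IkBa fusion and CBR; IMDM/0.5% FBS; cpd up to 46 uM; dox induction, 4 h, 37C/5% CO2; dual luminescence; green/red ratio; MG132 control.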
An asterisk follows results filed as active; ? = inconclusive; / = no result given; [ ] = dose if it differs, or a comment. Unless noted, calls follow the shape of the dose curve; as a rule, active = well fitted curve in the direction sought with a large enough effect; inconclusive = small, poorly fitted or top-dose-only effect, or another doubt; inactive = no such curve, though single readings can be large; an effect the other way counts as inactive or inconclusive.

SMILES	Mito fusion act	PTAP TSG101 blk	TCR activator	a7 integrin act	AT treatment	Eya2 phos inh	ELG1 repair inh	TSHR antag	Tb PFK inh	ASM inhibitor	BCR signal inh
CCOc1ccc(CNc2ccc(N3CCN(Cc4ccccc4)CC3)cc2)cc1	9%	0%	5%	-30%[inhibitor]	1%	7%	?	-10	-2%	1%	0%
CCN(CC)S(=O)(=O)c1ccc(Cl)c(C(=O)NC2CCCC2)c1	-4%	2%	-5%	20%	15%	4%[15.4 µM]	-13%	-5	-1%	1%	-4%
Cc1cccc(CCNC(=O)c2cc(S(=O)(=O)N3CCOCC3)cn2C)c1	-1%	0%	6%	9%	-3%	9%	5%	20	1%	3%	1%
COC(=O)[C@H](Cc1ccccc1)NC(=O)NCc1ccc(C)cc1	-2%	-2%	0%	2%	?	-14%	13%	18	0%	-3%	-1%
CC1CC1c1ccc(/C=C(\C#N)C(=O)Nc2ccccc2Cl)o1 (centres undefined)	20%	-4%	-3%[46.1 µM]	9%	6%	-7%	?	-19	1%	17%	-11%
CCN1CCN(C(=O)c2ccc3c(=O)n(Cc4ccccc4OC)c(=S)[nH]c3c2)CC1	-3%	-4%	2%	13%	-3%	6%	-20%	-5	3%	7%	5%
CCCCC(=O)Nc1cc2nn(-c3ccc(OC)cc3)nc2cc1C	0%	-3%	-1%	9%	7%	4%[15.4 µM]	?	-4	1%	19%	2%
CCC(C)NC(=O)c1cc(-c2ccc(OC)cc2)on1 (centres undefined)	1%	-5%	4%	0%	2%	-1%	?	-18	2%	-1%	?
COC(=O)c1ccc(OC(=O)CN2C(=O)c3ccccc3C2=O)cc1	-1%	-3%	-4%	2%	2%	3%	6%	-6	2%	-1%	-2%
O=C(CNC1C(=O)Nc2ccccc21)Sc1ccccc1 (centres undefined)	0%	-2%	3%	0%	/	10%	-3%	17	26%	0%	1%
CCOC(=O)c1ccc(NC(=O)CN2C(=O)NC3(CCC(C)CC3)C2=O)cc1 (centres undefined)	-10%	-1%	1%	-19%	0%	7%	-6%	-3	-2%	5%	?
CCOC(=O)N1CCN(C(=O)c2ccc(Oc3ccc([N+](=O)[O-])cc3)cc2)CC1	-4%	-2%	-6%	-39%	-1%	-9%	?	-1	-4%	-2%	1%
CC(OC(=O)C1CC(=O)N(Cc2ccccc2)C1)C(=O)Nc1ccccc1[N+](=O)[O-] (centres undefined)	2%	1%	0%	10%	-1%	2%	14%	/	-11%	-2%	0%
CCc1cc(-c2n[nH]c(=S)n2Cc2ccccc2)cs1	20%	0%	-2%	-16%	-1%	8%	8%	-12	-9%	-7%	18%
CCn1c(NCc2ccc3c(c2)OCO3)nc2ccccc21	-6%	-2%	-2%	0%	0%	7%	?	0	4%	4%	?
Cn1c(=S)n(CCC(=O)O)c2ccccc21	-29%	-1%	2%	-25%	2%	-2%	10%	22	1%	5%	5%
NC(=O)c1ccc(-c2noc(-c3cccc(Cl)c3)n2)cc1	8%	/	-25%	/	0%	-4%	?	-2	7%	1%	-14%
CC(C)(C)Nc1nc(SCC(=O)Nc2ccccc2)nc(N2CCOCC2)n1	-1%	-10%	12%	-4%	-5%	7%	-19%	-4	0%	-17%	6%
COCCN1CC(C(=O)NCc2ccccc2-n2ccnc2C)CCC1=O (centres undefined)	0%	-1%	-2%	5%	-8%	2%	-9%	1	3%	/	0%
c1ccc2oc(-c3csc(NCC4CCCO4)n3)cc2c1 (centres undefined)	-6%	0%	-1%	-6%	8%	2%	?	-14	7%	4%	?
O=C(Nc1c2c(nn1-c1ccc([N+](=O)[O-])cc1)CS(=O)(=O)C2)c1cccs1	17%	1%	-3%	-21%	5%	1%	2%	11	13%	-2%	3%
COc1ccc2[nH]c(=O)c(CN(c3ccccc3)S(=O)(=O)c3ccccc3)cc2c1	-1%	-4%	-1%	0%	6%	-2%	0%	-10	4%	27%	0%
Cc1ccc2nc(-c3ccc(S(=O)(=O)N4CCCCC4)cc3)cn2c1	4%	-1%	-5%	-14%	5%	-2%	?	-8	3%	-5%	12%
CCCOc1ccc2ccccc2c1/C=C1\SC(=O)NC1=O	7%	-4%	2%	27%	-5%	13%	-17%	-4	-6%	3%	-3%
CCc1ccc(NC(=O)NCC2CCN(Cc3cccc(Cl)c3)CC2)cc1	-29%	2%	-8%	0%	-18%	2%	0%	1	-15%	-1%	-1%
O=C(c1cc2ncccn2n1)N1CCc2c([nH]c3ccccc23)C1c1ccccc1F (centres undefined)	1%	-1%	1%	26%	2%	-4%	-11%	-19	0%	0%	?
CC1CCCC(C)N1C(=O)COC(=O)c1ccc(O)cc1 (centres undefined)	1%	-3%	3%	?	11%	5%	21%	25	-4%	0%	-1%
O=C(/C=C/c1cccc(F)c1)OCC(=O)N1CCc2ccccc21	/	-2%	-8%	-23%	4%	10%	25%	/	4%	-1%	4%
O=C(NCCc1ccccc1)c1ccco1	0%	-3%	8%[46.1 µM]	-21%	-2%	1%	?	8	-5%	0%	?
CCc1cc(-c2n[nH]c(C)c2-c2nc3ccccc3n2C)c(O)c(CN2CCN(C)CC2)c1O	3%	-3%	2%	-17%	3%	10%	?	-5	-4%	3%	1%
COc1ccc(/C=C(/NC(=O)c2ccccc2Cl)C(=O)NCCCC(=O)O)cc1	0%	-6%	2%	-13%	4%	-3%	6%	-1	6%	-1%	0%
CCCCn1c(N)c(N(CCC(C)C)C(=O)C(C)N2C(=O)c3ccccc3C2=O)c(=O)[nH]c1=O (centres undefined)	3%	-1%	3%	5%	-6%	-9%	5%	7	1%	/	5%
O=C(Cn1cc(C(F)(F)F)cc(Cl)c1=O)NCCc1ccc(Cl)cc1Cl	1%	-3%	-3%	-5%	8%	-23%	3%	4	-2%	2%	0%
Cc1[nH]c2ccccc2c1/C=N/NC(=O)CCC(=O)NCc1ccccc1	-2%	-4%	9%	-7%	-4%	8%	7%	-6	0%	-1%	7%
Cc1cccc(C)c1NC(=O)C1(N2CCN(C(=O)c3ccco3)CC2)CCCCC1	9%	-3%	4%	-8%	-1%	-1%	-14%	8	-4%	-1%	-1%
Cc1ccc(S(=O)(=O)N2CCOCC2)cc1NC(=O)COc1ccc2c(C)cc(=O)oc2c1	0%	-1%	8%	15%	3%	-8%	?	-14	4%	259%[activator]	-1%
CSCC[C@H](N)C(=O)NCC1CCC(C(=O)Nc2ccc3c(c2)OCO3)CC1 (some centres undefined)	1%	0%	1%	-11%	-4%	-1%	12%	5	3%	0%	-5%
CC(=O)Nc1ccccc1OCC(=O)NCCc1ccc(Cl)cc1Cl	-4%	1%	-5%[46.1 µM]	-6%	3%	4%	?	-6	4%	-2%	-7%
COCCCN1C(=O)C(=O)/C(=C(/O)c2ccc(OC(C)C)c(C)c2)C1c1ccncc1 (centres undefined)	2%	-2%	-17%	10%	5%	3%	5%	12	0%	-4%	-10%
COC(=O)C1=C(N)Oc2cc(C)n(CC3CCCO3)c(=O)c2C1c1ccc(Cl)cc1 (centres undefined)	12%	-3%	3%	-8%	9%	3%	11%	-3	1%	-3%	1%
O=C(CCC(=O)N1CCOc2ccccc21)NC1CCCCCC1	2%	-1%	-4%	5%	0%	-4%	18%	14	-5%	3%	9%
CC1(C)Cc2noc(N)c2C(C)(C)N1OC(=O)c1ccccc1	-8%	-5%	-8%	-16%	-3%	-9%	3%	0	-7%	2%	1%

An excerpt from above in order of the ASM inhibitor value, rising.
compound,ASM inhibitor
CCc1cc(-c2n[nH]c(=S)n2Cc2ccccc2)cs1,-7%
O=C(Cn1cc(C(F)(F)F)cc(Cl)c1=O)NCCc1ccc(Cl)cc1Cl,2%
Cc1cccc(CCNC(=O)c2cc(S(=O)(=O)N3CCOCC3)cn2C)c1,3%
